Bioassay records: PubChem BioAssay, NCI
rad50 – NCI yeast anticancer drug screen, S. cerevisiae rad50 strain; growth inhibition, % at 50 µM; hit rate 10% among 79,000;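 further: 0% = growth of vehicle-only cultures of the same strain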
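Compounds were tested on a yeast strain with an engineered DNA damage repair alteration; the reported value is growth inhibition normalised to vehicle treatment.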
mec2-1 – NCI yeast anticancer drug screen, S. cerevisiae mec2-1 strain; hit rate 9% among 79,000; growth inhibition, % at 50 µM; AID 157, 2004;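 further: 0% = growth of vehicle-only cultures of the same strain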
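Using mec2-1 yeast: add compound, measure growth, express inhibition versus vehicle-treated cultures.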
yeast cln2 rad14 – NCI yeast anticancer drug screen, S. cerevisiae cln2 rad14 strain. hit rate 8.3% among 78,000. AID 165, 2004. % growth inhibition at 50 µM;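 further: 0% = growth of vehicle-only cultures of the same strain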
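Each compound was tested on cln2 rad14 yeast. Inhibition of growth was calculated against vehicle-exposed controls.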
mlh1 rad18 – NCI yeast anticancer drug screen, S. cerevisiae mlh1 rad18 strain. growth inhibition, % at 50 µM. hit rate 11% among 79,000. AID 175, 2004;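 further: 0% = growth of vehicle-only cultures of the same strain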
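Growth inhibition of the yeast strain was measured after compound exposure and expressed relative to vehicle-treated controls. The strain carries defined defects in DNA damage repair.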
yeast sgs1 mgt1 – NCI yeast anticancer drug screen, S. cerevisiae sgs1 mgt1 strain; hit rate 10% among 78,000; AID 161, 2004; % growth inhibition at 50 µM;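 further: 0% = growth of vehicle-only cultures of the same strain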
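Inhibition of yeast growth, normalised to vehicle-treated controls, is reported for a strain bearing genetic alterations in DNA damage repair.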
bub3 – NCI yeast anticancer drug screen, S. cerevisiae bub3 mutant strain | growth inhibition, % at 50 µM | hit rate 9.9% among 78,000;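 further: 0% = growth of vehicle-only cultures of the same strain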
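Screening used yeast with an engineered genetic alteration affecting cell cycle control. Compound-exposed cultures were compared with vehicle cultures, and reduced growth was taken as inhibition.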
* hit, by the source's call; & = joins results of further samples. No stated cut-off is given here; in the data, active means growth inhibition above about 70%; inactive means the rest.

`CSc1nc(NC2OC(COC(C)=O)C(OC(C)=O)C(OC(C)=O)C2OC(C)=O)c(N=C(C)C(C)=O)c(=O)n1C` (centres undefined) gave rad50 16, mec2-1 -8, yeast cln2 rad14 10, mlh1 rad18 7, yeast sgs1 mgt1 -14 and bub3 1.
c1ccc2nc(CCC3CCCCN3)ccc2c1 (centres undefined) was read as rad50 7, mec2-1 8, yeast cln2 rad14 -14, mlh1 rad18 17, yeast sgs1 mgt1 -10 and bub3 -2.
`OCCN(CO)CCO` gave rad50 -24, mec2-1 6, yeast cln2 rad14 -3, mlh1 rad18 -25, yeast sgs1 mgt1 0 and bub3 3.
For C#CCSC(=N)N the results were rad50 5, mec2-1 -7, yeast cln2 rad14 5, mlh1 rad18 6, yeast sgs1 mgt1 9 and bub3 9.
Screening Fc1cccc2cc3ccc4cccc5ccc(c12)c3c45 returned rad50 7, mec2-1 9, yeast cln2 rad14 3, mlh1 rad18 -8, yeast sgs1 mgt1 -2 and bub3 49.
Screening CC(=O)CCC=C(C)C returned rad50 18&13, mec2-1 12&8, yeast cln2 rad14 17&0, mlh1 rad18 -4&10, yeast sgs1 mgt1 31&5 and bub3 17&-8.
For O=c1[nH]c(SCc2ccco2)nc2ccccc12 the results were rad50 0, mec2-1 13, yeast cln2 rad14 -24, mlh1 rad18 -2, yeast sgs1 mgt1 6 and bub3 2.
`CN(C)c1ccc(/C=C/C(=O)c2ccc(NC(N)=O)cc2)cc1` gave rad50 -8, mec2-1 2, yeast cln2 rad14 -52, mlh1 rad18 -8, yeast sgs1 mgt1 -4 and bub3 -18.
Screening CCCCCCP(=O)(CCCCCC)C1CCCCC1 returned rad50 98*, mec2-1 99*, yeast cln2 rad14 98*, mlh1 rad18 99*, yeast sgs1 mgt1 99* and bub3 99*.
Screening C/C=C(\C)[C@H](O)C(COCc1ccccc1)NS(=O)(=O)c1ccc(C)cc1 (some centres undefined) returned rad50 30, mec2-1 99*, yeast cln2 rad14 23, mlh1 rad18 58, yeast sgs1 mgt1 37 and bub3 98*.
`CCOC(=O)NC(=O)c1cn(CCCCCCCCCCC(=O)NCCCN2CCN(CCCNC(=O)CCCCCCCCCCn3cc(C(=O)NC(=O)OCC)c(=O)[nH]c3=O)CC2)c(=O)[nH]c1=O` gave rad50 -19, mec2-1 13, yeast cln2 rad14 -27, mlh1 rad18 -18, yeast sgs1 mgt1 -24 and bub3 2.
For NC1=NS(=O)(=O)Nc2nc(-c3ccccc3)c(-c3ccccc3)nc21 the results were rad50 -25, mec2-1 -10, yeast cln2 rad14 -1, mlh1 rad18 7, yeast sgs1 mgt1 12 and bub3 3.
`OC1(C2(O)CCCCC2)CCCCC1` gave rad50 -38, mec2-1 13, yeast cln2 rad14 -33, mlh1 rad18 4, yeast sgs1 mgt1 22 and bub3 -12.
Screening O=[N+]([O-])C(=C(Cl)Cl)C(Cl)=C(Cl)Cl returned rad50 27, mec2-1 4, yeast cln2 rad14 4, mlh1 rad18 45, yeast sgs1 mgt1 24 and bub3 4.
For O=C(c1ccc(-c2ccccc2)cc1)c1ncc(-c2ccc(-c3ccccc3)cc2)[nH]1 the results were rad50 16, mec2-1 11, yeast cln2 rad14 -4, mlh1 rad18 21, yeast sgs1 mgt1 17 and bub3 19.
`COc1ccc(/C=C(\C(=O)OCC(C)C)c2ccc(OC)c(OC)c2)cc1OC` gave rad50 3, mec2-1 -17, yeast cln2 rad14 -6, mlh1 rad18 16, yeast sgs1 mgt1 8 and bub3 -7.
Screening CCOc1ccccc1NC(=S)NC(=O)CCc1ccccc1 returned rad50 -13, mec2-1 14, yeast cln2 rad14 -35, mlh1 rad18 22, yeast sgs1 mgt1 42 and bub3 32.
For COC(=O)C1=[N+]([O-])OC(C(=O)OC)C1c1ccc(F)cc1 (centres undefined) the results were rad50 6, mec2-1 -1, yeast cln2 rad14 15, mlh1 rad18 19, yeast sgs1 mgt1 -4 and bub3 1.
Screening CC1=NN(c2ccccc2)C(=O)C1CCC#N (centres undefined) returned rad50 11, mec2-1 -13 and mlh1 rad18 31.
Screening CC(=O)CC(=O)N1CCCCC1C (centres undefined) returned rad50 0, mec2-1 9, yeast cln2 rad14 17, mlh1 rad18 2, yeast sgs1 mgt1 16 and bub3 34.
For CCOC(=O)C12CN(C34CC5CC(CC(C5)C3)C4)CC(C(=O)OCC)(C1=O)C(c1ccccc1)OC2c1ccccc1 (centres undefined) the results were rad50 3, mec2-1 -14, yeast cln2 rad14 -46, mlh1 rad18 -7, yeast sgs1 mgt1 -9 and bub3 -8.
Screening COc1cccc2c1C(=O)c1c(O)c3c(c(O)c1C2=O)CC(O)(C(C)O)C(OC1CC(NC(C)=O)C(O)C(C)O1)C3 (centres undefined) returned rad50 11, mec2-1 2, yeast cln2 rad14 3, mlh1 rad18 0, yeast sgs1 mgt1 -2 and bub3 -22.
O=[N+]([O-])c1c(O)cccc1O was read as rad50 99*, mec2-1 99*, yeast cln2 rad14 98*, mlh1 rad18 98*, yeast sgs1 mgt1 99* and bub3 99*.
`CCc1ccc(C(=O)O)cc1` gave rad50 3, mec2-1 -12, yeast cln2 rad14 77*, mlh1 rad18 10, yeast sgs1 mgt1 -1 and bub3 -15.
Screening O=C(/C=C/c1ccc([N+](=O)[O-])o1)N1CCN(Cc2ccccc2)CC1 returned rad50 75*, mec2-1 60, yeast cln2 rad14 39, mlh1 rad18 59, yeast sgs1 mgt1 74* and bub3 62.
For O=C(O)c1ccccc1C(NC(=O)N1C(=O)C=CC1=O)NC(=O)N1C(=O)C=CC1=O the results were rad50 29, mec2-1 -5, yeast cln2 rad14 16, mlh1 rad18 13, yeast sgs1 mgt1 -3 and bub3 5.
For CCN(CC)CCCCCCNc1cc(Cl)cc2cccnc12 the results were rad50 92*, mec2-1 90*, yeast cln2 rad14 97*, mlh1 rad18 98*, yeast sgs1 mgt1 98* and bub3 85*.
`O=[N+]([O-])c1cc(Cl)ccc1S(=O)(=O)c1cc(Cl)cc2c1NCCC2` gave rad50 36, mec2-1 -4, yeast cln2 rad14 37, mlh1 rad18 39, yeast sgs1 mgt1 16 and bub3 41.
COC1(C)CNc2ccccc2C(=O)N1 (centres undefined) was read as rad50 7, mec2-1 -7, yeast cln2 rad14 19, mlh1 rad18 7, yeast sgs1 mgt1 23 and bub3 23.
Screening S=c1[nH]c2ccccc2n1CCc1ccncc1 returned rad50 -7, mec2-1 -15, yeast cln2 rad14 -2, mlh1 rad18 4, yeast sgs1 mgt1 22 and bub3 1.

Ordered by number of heavy atoms (ascending): 3 of the compounds above
O=[N+]([O-])c1c(O)cccc1O was read as rad50 99*, mec2-1 99*, yeast cln2 rad14 98*, mlh1 rad18 98*, yeast sgs1 mgt1 99* and bub3 99*.
For O=c1[nH]c(SCc2ccco2)nc2ccccc12 the results were rad50 0, mec2-1 13, yeast cln2 rad14 -24, mlh1 rad18 -2, yeast sgs1 mgt1 6 and bub3 2.
Screening C/C=C(\C)[C@H](O)C(COCc1ccccc1)NS(=O)(=O)c1ccc(C)cc1 (some centres undefined) returned rad50 30, mec2-1 99*, yeast cln2 rad14 23, mlh1 rad18 58, yeast sgs1 mgt1 37 and bub3 98*.

Compounds above that have a furan ring, fused or not, in the order listed:
For O=c1[nH]c(SCc2ccco2)nc2ccccc12 the results were rad50 0, mec2-1 13, yeast cln2 rad14 -24, mlh1 rad18 -2, yeast sgs1 mgt1 6 and bub3 2.
Screening O=C(/C=C/c1ccc([N+](=O)[O-])o1)N1CCN(Cc2ccccc2)CC1 returned rad50 75*, mec2-1 60, yeast cln2 rad14 39, mlh1 rad18 59, yeast sgs1 mgt1 74* and bub3 62.

(further entries)
For O=C(O)CCc1ccc2c3c(cccc13)C(=O)CC2 the results were rad50 14, mec2-1 -8, yeast cln2 rad14 -29, mlh1 rad18 12, yeast sgs1 mgt1 2 and bub3 31.
`CCCCC1(C(NC(=O)c2ccccc2Cl)c2ccncc2)C(=O)N(c2ccccc2)N(c2ccccc2)C1=O` (centres undefined) gave rad50 34, mec2-1 16, yeast cln2 rad14 6, mlh1 rad18 41, yeast sgs1 mgt1 9 and bub3 34.
`O=C(O)c1ccc(C(O)c2ccccc2)cc1` (centres undefined) gave rad50 -28, mec2-1 -28, yeast cln2 rad14 -4, mlh1 rad18 1, yeast sgs1 mgt1 -7 and bub3 -13.
For CCCCC/C=N/Nc1ccc([N+](=O)[O-])cc1[N+](=O)[O-] the results were rad50 10, mec2-1 5, yeast cln2 rad14 -114, mlh1 rad18 3, yeast sgs1 mgt1 3 and bub3 32.
`O=c1[nH]ncc(N/N=C(/C=C/c2ccc(C/C(=N/Nc3cn[nH]c(=O)c3Cl)c3ccccc3)cc2)c2ccccc2)c1Cl` gave rad50 30, mec2-1 9, yeast cln2 rad14 -16, mlh1 rad18 4, yeast sgs1 mgt1 33 and bub3 10.
O=c1[nH]nc(-c2ccccc2)c2c1[nH]c1ccccc12 was read as rad50 -14, mec2-1 -16, yeast cln2 rad14 -34, mlh1 rad18 -12, yeast sgs1 mgt1 -1 and bub3 -12.
OC[C@@H]1CC#C/C=C\C#CC[C@@H]1CO was read as rad50 5, mec2-1 -17, yeast cln2 rad14 -2, mlh1 rad18 0, yeast sgs1 mgt1 4 and bub3 -36.
O=c1[nH]c2ccc(Cl)cc2[nH]1 was read as rad50 -13, mec2-1 -20, yeast cln2 rad14 -36, mlh1 rad18 -19, yeast sgs1 mgt1 -16 and bub3 -13.
`CC(=O)c1cc2c(cc1C)C(C)(C)CCC2C` (centres undefined) gave rad50 -1, mec2-1 -25, yeast cln2 rad14 -5, mlh1 rad18 2, yeast sgs1 mgt1 -7 and bub3 7.
For OCCN(CCO)c1cccc(F)c1 the results were rad50 -1, mec2-1 -16, yeast cln2 rad14 -23, mlh1 rad18 -1, yeast sgs1 mgt1 -30 and bub3 -10.
CN(Cc1cccc(Cl)c1)C(=O)Nc1ccccc1 was read as rad50 10, mec2-1 2, yeast cln2 rad14 11, mlh1 rad18 2, yeast sgs1 mgt1 13 and bub3 31.
COc1cccc(C2c3cc4c(cc3OC(NNc3ccccc3)C2C)OCO4)c1OC (centres undefined) was read as rad50 73*, mec2-1 45, yeast cln2 rad14 27, mlh1 rad18 56, yeast sgs1 mgt1 44 and bub3 34.
COC(=O)c1cc(-c2ccc(Cl)c(Cl)c2)[nH]c(=O)c1C#N was read as rad50 -17, mec2-1 -19, yeast cln2 rad14 22, mlh1 rad18 19, yeast sgs1 mgt1 -28 and bub3 -22.
For CC(C)=Cc1cc(C(=O)NCCNC(=O)c2cc(C=C(C)C)nc(NC#N)n2)nc(NC#N)n1 the results were rad50 -60, mec2-1 -12, yeast cln2 rad14 -2, mlh1 rad18 -29, yeast sgs1 mgt1 -41 and bub3 -8.
Screening CCOC(=O)C(=CNc1ccc2n[nH]nc2c1)C(=O)OCC returned rad50 -4, mec2-1 -13, yeast cln2 rad14 -6, mlh1 rad18 11, yeast sgs1 mgt1 18 and bub3 18.
`CCC(=O)NC1CCCCC1` gave rad50 9, mec2-1 4, yeast cln2 rad14 -15, mlh1 rad18 1, yeast sgs1 mgt1 19 and bub3 -14.
O=C(CC(c1ccccc1)c1ccccc1)NCCCCN1CCCCCCC1 was read as rad50 12, mec2-1 -9, yeast cln2 rad14 90*, mlh1 rad18 19, yeast sgs1 mgt1 23 and bub3 26.
Screening N#Cc1c(C#N)c(-c2cccc([N+](=O)[O-])c2)n(-c2ccccc2)c1N returned rad50 16, mec2-1 16, yeast cln2 rad14 2, mlh1 rad18 -16, yeast sgs1 mgt1 -36 and bub3 -17.

Looked up one by one from the list above:
COc1cccc(C2c3cc4c(cc3OC(NNc3ccccc3)C2C)OCO4)c1OC (centres undefined) was read as rad50 73*, mec2-1 45, yeast cln2 rad14 27, mlh1 rad18 56, yeast sgs1 mgt1 44 and bub3 34.
For CC(C)=Cc1cc(C(=O)NCCNC(=O)c2cc(C=C(C)C)nc(NC#N)n2)nc(NC#N)n1 the results were rad50 -60, mec2-1 -12, yeast cln2 rad14 -2, mlh1 rad18 -29, yeast sgs1 mgt1 -41 and bub3 -8.
CN(Cc1cccc(Cl)c1)C(=O)Nc1ccccc1 was read as rad50 10, mec2-1 2, yeast cln2 rad14 11, mlh1 rad18 2, yeast sgs1 mgt1 13 and bub3 31.
